Screening results from PubChem.
TRPC4 inh: TRPC4 (mouse) channel inhibition | HEK293 TRPC4beta/mu-opioid, DAMGO-evoked Fluo4 calcium flux; stronger effect = lower value | B-score at 10 µM | 0.39% of 300,000 active;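 active means B-score over 3 SD under the library average, no early fluorescence shift, positive overall ratio signal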
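Assay system: HEK293 cells with stable TRPC4beta plus mu-opioid receptor expression; Probe or stimulus: DAMGO in two steps, submaximal then maximal; Dosing: single-point compound dosing; Measured by: Fluo4 calcium-dye fluorescence, kinetic read; Read-out basis: B score from integrated Fluo4 fluorescence ratio.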
Platelet DG rel: platelet dense granule release activity. AID 1663. 0.22% of 300,000 active. human platelet-rich plasma, SFLLRN dense granule ATP release, luminescence. inhibition, %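 (compounds screened at 7.5 µM in platelet-rich plasma)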;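 active means mean replicate score, as percent of positive control, at or above 50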
TRPC6 inhibitor: blocks the mouse TRPC6 cation channel; Q61143; B-score at 10 µM; 1.1% of 310,000 active; AID 2553; HEK293-TRPC6, membrane potential dye, ACh-evoked depolarization; stronger effect = lower value;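 active means B-score under library mean minus 3 SD, initial fluorescence not abnormally high, positive integrated signal ratio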;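 further: B-score derived from integrated fluorescence ratio over the kinetic read; more negative B-score means stronger inhibition of depolarization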
MrgX1 ag: activates human MrgX1 receptor signaling | Q96LB2 | MrgX1-HEK293 cells, Fluo-4 calcium fluorescence, agonist mode; stronger effect = higher value | B-score at 10 µM | 0.44% of 310,000 active;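 active means calcium response B-score plate-corrected fluorescence ratio at least 3 library SD, with starting fluorescence B-score inside 5 SD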
Target sequence (Q96LB2 whole entry, looked up): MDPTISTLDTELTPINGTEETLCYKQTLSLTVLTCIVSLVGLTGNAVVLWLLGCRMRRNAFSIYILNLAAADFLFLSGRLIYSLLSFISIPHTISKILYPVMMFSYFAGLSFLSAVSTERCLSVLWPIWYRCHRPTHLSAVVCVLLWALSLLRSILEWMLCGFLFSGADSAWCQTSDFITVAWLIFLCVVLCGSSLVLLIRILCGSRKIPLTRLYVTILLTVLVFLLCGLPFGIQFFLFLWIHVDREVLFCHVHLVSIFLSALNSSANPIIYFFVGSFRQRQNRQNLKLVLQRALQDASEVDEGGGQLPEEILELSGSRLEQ
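Material: MrgX1-expressing HEK293 cells / Dosing: compound as first of three additions / Incubation: overnight seeding, then 1 h dark dye loading / Signal: Fluo-4 NW calcium fluorescence / Evaluation: B-scored fluorescence response ratio / Benchmarks: positive and negative control wells on each plate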
TRPC6 act: mouse TRPC6 channel activation; HEK293-TRPC6 membrane potential dye fluorescence; stronger effect = higher value; B-score at 10 µM; 0.13% of 310,000 active; AID 2550;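 active means B-score of the integrated fluorescence ratio above library mean plus 3 SD, and starting fluorescence ratio within library mean plus 5 SD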;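 further: higher score means more depolarization so channel activation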
SKKanGAS inh: SKKanGAS growth inhibition | S. pyogenes SKKanGAS, kanamycin growth, BacTiter-Glo, 6 h | inhibition, % at 7.5 µM | 1.3% of 300,000 active | AID 1662;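 active means mean replicate score, as percent of positive control median, at least 50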;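 further: strain carries kanamycin resistance gene driven by streptokinase promoter and grows in 40 µg/ml kanamycin; loss of luminescence reflects streptokinase promoter inhibition or plain growth inhibition; 0% = median of DMSO wells and 100% = positive control at its reference dose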
MrgX1 PAM: human MrgX1 positive allosteric modulation, primary screen. MrgX1-HEK293, Fluo-4 calcium flux, FDSS; stronger effect = higher value. B-score at 10 µM. 0.63% of 310,000 active. AID 588675;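 active means plate-corrected calcium response at least 3 library SD above typical, normal starting fluorescence, not activating the receptor alone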;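 further: compound read alongside a low EC10 to EC30 dose of BAM8-22 agonist; peak minus trough fluorescence over baseline measured at the second addition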
HIF act: HIF pathway transcriptional activation; 0.32% of 300,000 active; activation, % at 7.5 µM (by protocol); U2OS HRE-luciferase reporter, luminescence; normalized: DMSO 0%, desferrioxamine 100%; AID 1910;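 active means mean activation of at least 10% of the iron chelator positive control signal, with at least half of replicates also reaching 10%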
MrgX1 antag: human MrgX1 receptor antagonism, primary screen | Q96LB2 | 1.3% of 310,000 active | AID 588676 | B-score at 10 µM | MRGX1-HEK293 calcium flux, Fluo-4, BAM8-22 antagonism; stronger effect = lower value;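 active means calcium-response B-score plate-corrected more than 3 library SD below zero, starting fluorescence within 5 deviations, no agonist response on first addition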;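 further: peak minus trough fluorescence over baseline after final BAM8-22 challenge near maximal dose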
RGS4 act: potentiators or activators of RGS4 | 0.92% of 310,000 active | B-score at 10 µM | AID 463111 | HEK293 M3R/inducible RGS4, carbachol calcium flux Fluo4; stronger effect = lower value;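 active means B-score of the integrated calcium signal more than 4 SD below the library mean, with starting fluorescence not abnormally high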;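 further: negative B-score means reduced calcium response which marks RGS4 activation or potentiation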
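Material: M3R-expressing HEK293 line, RGS4 induced by doxycycline | Schedule: Overnight RGS4 induction, 30 min dye load 37 °C, 20 min compound RT | Measured by: Fluo4 fluorescence kinetic imaging of calcium | Read-out: Integrated calcium ratio converted to B score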
RGS4 block: human RGS4 inhibition | HEK293 M3R/RGS4 inducible, Fluo-4 calcium flux; stronger effect = higher value; triggered by carbachol at its EC20 | 0.45% of 310,000 active | P49798 | B-score at 10 µM | AID 463165;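 active means B-score, a plate-corrected calcium signal, over three deviations above library mean, with baseline fluorescence within five deviations of library mean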;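 further: RGS4 expression induced by doxycycline in cells with stable M3 receptor; B-score is computed from the integrated fluorescence ratio over baseline after carbachol; higher B-score means a larger calcium signal and so more RGS4 inhibition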
Target sequence (P49798 whole entry, looked up): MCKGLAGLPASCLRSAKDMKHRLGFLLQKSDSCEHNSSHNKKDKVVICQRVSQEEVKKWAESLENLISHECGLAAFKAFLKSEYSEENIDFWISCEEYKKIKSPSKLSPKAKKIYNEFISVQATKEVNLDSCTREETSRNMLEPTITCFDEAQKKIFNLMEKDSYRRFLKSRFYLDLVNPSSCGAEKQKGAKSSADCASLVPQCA
Starred values were filed as active, the others as inactive; i = inactive; . = not tested or not shown.

smiles	TRPC4 inh	Platelet DG rel	TRPC6 inhibitor	MrgX1 ag	TRPC6 act	SKKanGAS inh	MrgX1 PAM	HIF act	MrgX1 antag	RGS4 act	RGS4 block
Cc1cc(NC(=O)C2CCCC2)nc2c1c(=O)oc1ccccc12	i	-44	i	i	i	21	i	0.0	i	i	i
CCOc1ccc(C(=O)Nc2cc(-c3nc4ccccc4[nH]3)ccc2Cl)cc1[N+](=O)[O-]	i	23	i	i	i	15	i	-3.9	i	i	i
Cc1nn(Cc2ccccc2)c2sc(C(=O)N3CCN(Cc4ccc5c(c4)OCO5)CC3)cc12	i	3	i	i	i	3	i	0.6	i	i	i
O=C(c1ccc(F)cc1)C1CCN(C(=S)Nc2ccccc2)CC1	i	-12	i	i	i	5	i	0.4	i	i	i
FC(F)(F)c1cccnc1-n1cncn1	i	2	i	i	i	-7	i	0.0	i	i	i
CS(=O)(=O)N(CC(=O)NCc1cccnc1)Cc1ccc(Cl)cc1	i	-12	i	i	i	-6	i	-0.4	i	i	i
C=CCn1sc(N)c(C(=O)OCC)c1=S	i	2	i	i	i	2	i	0.3	i	i	i
Cc1cc(N2CCOCC2)nc(SCc2c(Cl)cccc2Cl)n1	i	3	i	i	i	13	i	-0.3	i	i	i
Cc1cc(C(=O)N2CCc3ccccc32)c2cc(F)ccc2n1	i	-18	i	i	i	2	i	0.8	i	i	i
O=c1ccc(/C=C/c2ccccc2)nn1Cc1ccc(F)cc1	i	-6	i	i	i	3	i	-0.7	i	i	i
O=C(OCC1CC(c2ccccc2Cl)=NO1)c1ccc(Br)cc1 (configuration not stated)	i	-5	i	i	i	-3	i	-0.1	i	i	i
COc1ccc(-c2nc(CS(=O)CC(=O)NCCN3CCCCCC3)c(C)o2)cc1OC (configuration not stated)	i	-20	i	i	i	8	i	0.6	i	i	i
CCOc1ccc(C(=O)c2ccc(OCC)c(N)c2)cc1N	i	-2	i	i	i	-2	i	6.5	i	i	i
O=C(N/N=C/c1cc(Cl)cc([N+](=O)[O-])c1O)c1ccc2c(c1)OCO2	i	-5	i	i	i	2	i	1.9	i	i	i
CCN1CCN(c2nc(Nc3ccc(NC(C)=O)cc3)nc(Nc3ccc(NC(C)=O)cc3)n2)CC1	i	-7	i	i	i	-13	29*	.	i	i	i

New compounds follow
smiles	TRPC4 inh	Platelet DG rel	TRPC6 inhibitor	MrgX1 ag	TRPC6 act	SKKanGAS inh	MrgX1 PAM	HIF act	MrgX1 antag	RGS4 act	RGS4 block
Cc1nc(-c2ccccc2)sc1C1(C)CC(c2ccccc2F)=NO1 (configuration not stated)	i	9	i	i	i	4	i	2.0	i	i	i
CCCCCCCCC(=O)N/N=C(\C)c1ccco1	i	10	i	i	i	2	i	-0.1	i	i	i
Cc1ccc(CNC(=O)CS(=O)CC(=O)O)cc1 (configuration not stated)	i	2	i	i	i	-3	i	1.7	i	i	i
CC(C)[C@H](NC(=O)c1ccccc1Br)C(=O)OCc1nc2ccsc2c(=O)[nH]1	i	-16	i	i	i	-11	i	-0.1	i	i	i
CCC(=O)Nc1ccc(Cl)c(NC(=O)C(C)C)c1	i	7	i	i	i	-6	i	-0.2	i	i	i
CCOC(=O)C1(CC2CCCCO2)CCN(C2CCSCC2)CC1 (configuration not stated)	i	-12	i	i	i	-6	i	0.3	i	i	i
O=C(CN1CCCC1)Nc1ccc([N+](=O)[O-])cc1Cl	i	-3	i	i	i	2	i	0.1	i	i	i
Cc1sc2nc(CN3CCOCC3)nc(Cl)c2c1C	i	2	i	i	i	3	i	-0.1	i	i	i
Cc1ccc(NC(=O)COC(=O)CNC(=O)c2ccco2)cc1	i	0	i	i	i	-3	i	-0.5	i	i	i
COc1ccc(N2CCN(S(=O)(=O)c3cc4c(cc3C)NC(=O)CO4)CC2)cc1	i	-2	i	i	i	-15	i	0.1	i	i	i
Nc1nc(N2C(=O)C3CC=CCC3C2=O)nn1-c1ccccc1 (configuration not stated)	i	3	i	i	i	-3	i	0.4	i	i	i
COc1ccccc1NC(=O)C1=C(C)Nc2nnnn2C1c1cccc(C)c1 (configuration not stated)	i	-7	i	i	i	-2	i	0.0	i	i	i
Oc1ccccc1-c1nc(NCc2ccccc2)c2ccccc2n1	i	-5	i	i	i	-3	i	-2.8	i	i	i
CCCCc1nc(NCc2ccccc2)c(C#N)c2c1COC(C)(C)C2	i	4	i	i	i	-3	i	-0.2	i	i	i
O=C(c1ccco1)N1CCN(C2c3ccccc3-c3ccccc32)CC1	i	-5	i	i	i	7	i	-0.3	i	i	i

Part of the list above, reduced to TRPC4 inh.
canonical_smiles | TRPC4 inh
C=CCn1sc(N)c(C(=O)OCC)c1=S | i
O=C(CN1CCCC1)Nc1ccc([N+](=O)[O-])cc1Cl | i

Continued:
smiles	TRPC4 inh	Platelet DG rel	TRPC6 inhibitor	MrgX1 ag	TRPC6 act	SKKanGAS inh	MrgX1 PAM	HIF act	MrgX1 antag	RGS4 act	RGS4 block
O=C(CC(=O)N/N=C\c1ccccc1[N+](=O)[O-])NCCc1ccccc1	i	2	i	i	i	-1	i	1.3	i	i	i
CN(Cc1ccccc1)c1ccc(C(CC(N)=O)NC(=O)c2ccccc2)cc1[N+](=O)[O-] (configuration not stated)	i	-8	i	i	i	16	i	-2.4	i	i	i
O=C(c1ccc(Cn2c(=O)[nH]c3ccccc3c2=O)cc1)N1CCN(c2ccc(Cl)cc2)CC1	i	-3	i	i	i	26	i	-1.2	i	i	i
O=C(Nc1cccc(Br)c1)c1ccc(CN2CCc3ccccc3C2)cc1	i	5	i	i	i	11	i	6.0	-6.1*	-8.8*	i
COc1cc(-c2nnc(-c3ccncc3)o2)ccc1OCc1ccccc1	i	2	i	i	i	2	i	-0.2	i	i	i
CCC(C(=O)Nc1c[nH]c(=O)[nH]c1=O)c1ccccc1 (configuration not stated)	i	-9	i	i	i	-8	i	2.8	i	i	i
O=C(Nc1cccnc1Cl)c1cc(-c2ccc(O)cc2)on1	i	0	i	i	i	21	i	1.5	i	i	i
O=C(c1cc([N+](=O)[O-])ccc1Cl)N1CCN(c2ccc(F)cc2)CC1	i	-3	i	i	i	-11	i	0.1	i	i	i
CC1(C)Cc2c(cnn2-c2cccc(F)c2)C(NC(=O)CCN2CCCC2=O)C1 (configuration not stated)	i	-12	i	i	i	33	i	-0.4	i	i	i
CC1CCN(C(=O)COc2ccccc2F)CC1	i	-1	i	i	i	2	i	0.2	i	i	i
CCN(CC)C(=O)c1sc(NC(=O)c2ccncc2)c(C(=O)OC)c1C	i	4	i	i	i	-2	i	0.7	i	i	i
CN(C)S(=O)(=O)c1cccc(NC(=O)c2cccc(NS(=O)(=O)c3ccccc3)c2)c1	i	-4	i	i	i	4	i	-0.1	i	i	i
O=C(Cn1cc([N+](=O)[O-])cn1)NCCc1nc2ccccc2[nH]1	i	-1	i	i	i	4	i	-0.7	i	i	i
Cc1ccc(S(=O)(=O)N2CCOCC2)cc1C(=O)Nc1ccc(C(N)=O)cc1	i	2	i	i	i	-6	i	0.7	i	i	i
COC(=O)Cc1c(C)nc2nc[nH]n2c1=O	i	2	i	i	i	-8	i	-0.2	i	i	i

(further entries)
smiles	TRPC4 inh	Platelet DG rel	TRPC6 inhibitor	MrgX1 ag	TRPC6 act	SKKanGAS inh	MrgX1 PAM	HIF act	MrgX1 antag	RGS4 act	RGS4 block
O=C(NC1CCN(Cc2ccccc2)CC1)C1CCN(S(=O)(=O)c2cccc3nsnc23)CC1	i	-10	i	i	i	2	i	-0.8	i	i	i
CCOC(=O)[C@H]1CCC[C@@H](NS(=O)(=O)c2ccc(NC(C)=O)cc2)C1	i	6	i	i	i	-4	i	0.6	i	i	i
CCN(CC)C(=O)COc1ccc2c(-c3ccc(OC)cc3)cc(=O)oc2c1	i	1	i	i	i	27	i	-0.7	i	i	i
O=C(NCc1ccc(F)cc1)C1CCN(S(=O)(=O)c2ccc(Cl)cc2)CC1	i	15	i	i	i	-7	i	1.1	i	i	i
COc1ccc(-c2oc3ccccc3c2C(=O)Oc2ccccc2)cc1	i	-3	i	i	i	3	8.7*	-3.2	i	i	i
CCn1c(=O)[nH]c2cc(C(=O)Nc3cc(C)cc(C)c3)ccc2c1=O	i	6	i	i	i	-11	i	-0.4	-5.1*	i	i
Cc1ccc(S(=O)(=O)NNC(=O)c2ccc(F)cc2)cc1	i	-8	i	i	i	11	i	-27	i	i	i
CC(Sc1nc(N(C)C)nc(N2CCOCC2)n1)C(=O)Nc1ccccc1 (configuration not stated)	i	11	i	i	i	0	i	-1.1	i	i	i
O=C(CN1CCN(S(=O)(=O)c2ccccc2F)CC1)NC1CCCC1	i	-1	i	i	i	22	i	-0.1	i	i	i
CC(NC(=O)CN1CCN(S(=O)(=O)c2ccc(Br)cc2)CC1)c1ccccc1 (configuration not stated)	i	-27	i	i	i	-7	i	-0.5	i	i	i
COc1ccc(-c2nnn(CC(=O)N(Cc3ccc(F)cc3)C(C(=O)NC3CCCC3)c3ccc(F)cc3)n2)cc1 (configuration not stated)	i	-7	i	i	i	3	i	.	i	i	i
CC(C)(C)C(=O)NC1CCN(S(=O)(=O)c2cccc(C(F)(F)F)c2)CC1	i	12	i	i	i	-3	i	0.2	i	i	i
CSc1ccccc1NC(=O)Nc1cccc2ccccc12	i	.	i	i	i	.	i	.	i	i	i
O=C(Nc1ccccn1)C1CCN(C(=O)c2ccc(F)cc2)CC1	i	27	i	i	i	9	i	-0.1	i	i	i
O=C(NN1C(=O)C2C3C=CC([C@@H]2C1=O)C31CC1)c1ccccc1 (some centres not stated)	i	1	i	i	i	-7	i	0.4	i	i	i

Next section:
smiles	TRPC4 inh	Platelet DG rel	TRPC6 inhibitor	MrgX1 ag	TRPC6 act	SKKanGAS inh	MrgX1 PAM	HIF act	MrgX1 antag	RGS4 act	RGS4 block
COc1ccc(C2c3ccsc3CCN2C(=O)NC(C)(C)C)cc1 (configuration not stated)	i	4	i	i	i	1	i	-0.4	i	i	i
CCc1ccc(Cn2nnc(C(=O)Nc3cccc(C)c3)c2N)cc1	i	0	i	i	i	-2	i	0.7	i	i	i
CN(c1ccccc1C(=O)N1CCN(c2cccc(Cl)c2)CC1)S(C)(=O)=O	i	0	i	i	i	2	i	-0.6	i	i	i
CCN(CC)C(=O)CSc1nc2ccc(NC(=O)CSc3nnc(N)s3)cc2s1	i	1	i	i	i	1	i	-0.2	i	i	i
